# Screening data: PubChem BioAssay, several laboratories
# NPR2 activator: GC-B (human) receptor activation; HEK293-GC-B cells, CNP EC30, cGMP TR-FRET; 0% at EC30 CNP, 100% saturating CNP; activation, % at 10 µM; AID 1920062; P20594; actives 0.11% (n = 370,000);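 active = activation at 10 µM reaching about 35% in either raw or pattern-adjusted values, limit read from the data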
# ASAP1 inh: inhibitors of human ASAP1 ArfGAP activity. Q9ULH1. ASAP1-stimulated ARF1 GTP hydrolysis, GDP FP detection. inhibition, % at 16.5 µM. actives 0.19% (n = 360,000). AID 624377; in the data active = inhibition above about 25%;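 also: 0% = vehicle with enzyme and substrate and 100% = no enzyme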
# Target sequence (Q9ULH1 325-724 limits assumed): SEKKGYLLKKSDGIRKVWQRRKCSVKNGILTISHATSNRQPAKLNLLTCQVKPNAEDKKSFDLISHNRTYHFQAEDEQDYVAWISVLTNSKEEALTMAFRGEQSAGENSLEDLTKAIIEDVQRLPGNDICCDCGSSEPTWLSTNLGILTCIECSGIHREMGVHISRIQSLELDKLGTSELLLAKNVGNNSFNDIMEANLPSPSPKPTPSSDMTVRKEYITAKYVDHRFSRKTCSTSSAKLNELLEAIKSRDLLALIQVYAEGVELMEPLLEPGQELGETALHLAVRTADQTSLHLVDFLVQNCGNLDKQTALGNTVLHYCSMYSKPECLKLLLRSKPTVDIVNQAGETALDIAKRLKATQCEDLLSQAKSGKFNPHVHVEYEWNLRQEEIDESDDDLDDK
# mABHD4 FP: inhibitors of mouse ABHD4; Q8VD66; purified mABHD4, FP-Rh probe fluorescence polarization; inhibition, % at 8.92 µM; actives 0.54% (n = 370,000); AID 720543;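 active = inhibition exceeding the mean over every tested compound plus 3 SD, cut at about 30% in these data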;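 also: 0% = plate median of compound wells and 100% = S159A mutant with DMSO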
#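 Test system: mABHD4 protein; Read-out basis: % inhibition; Incubation: 45 min + 60 min at 25 °C; Repeats: single replicate; Technique: fluorescence polarization with parallel and perpendicular emission, 525/598 nm; Compound: 8.92 µM, single dose; Benchmarks: full inhibition S159A mutant plus DMSO, zero as sample-well median.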
# rCAG RNA binder: binds r(CAG) RNA repeats. r(CAG) RNA repeat, TO-PRO-1 dye displacement fluorescence. inhibition, % at 3 µM. actives 1.3% (n = 370,000);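 active = inhibition above the plate cutoff, the mean of all test compounds on that plate plus 3 SD, cut at about 35% in these data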;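 also: 0% = DMSO alone and 100% = 100 µM mitoxantrone as full dye displacement; higher means more dye released from RNA so lower well fluorescence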
# PG9 Ab binder: PG9 antibody binding by small molecule. TR-FRET gp120-PG9 antibody binding. inhibition, % at 6.7 µM. actives 0.43% (n = 360,000). AID 624416; in the data active = inhibition above about 8.5%
# NPR1 activator: GC-A (human) enzyme activation; P16066; HEK293 GC-A cells, cGMP TR-FRET, EC30 ANP; 0% at EC30 ANP, 100% saturating ANP; activation, % at 10 µM; actives 0.14% (n = 370,000); in the data active = activation above about 40%
# ARFGAP1 inh: inhibits rat ARF GTPase activating protein 1; Arfgap1-stimulated ARF1 GTP hydrolysis, GDP FP detection; inhibition, % at 16.5 µM; actives 0.26% (n = 360,000); AID 651572;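 active = inhibition above a per-plate limit, mean inhibition of low control wells plus 3 SD, cut at about 25% in these data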;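 also: 0% = DMSO wells with enzyme and 100% = wells lacking Arfgap1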
#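 Material: rat Arfgap1 catalytic domain, aa 1-136; also added: human ARF1(Δ1-17)-GTP substrate; compound dosing: one concentration, 16.5 µM, DMSO 1.26%; incubation: GTP hydrolysis reaction 2 h at 25 °C; measured by: Tracer-displacement fluorescence polarization with EDTA stop, 620/688 nm; evaluation: % inhibition from polarization; repeats: one replicate per compound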
# NR1D1 modulator: Rev-erb alpha (human) modulation | AID 1259318 | activity, % at 10 µM | actives 0.79% (n = 370,000) | Rev-erbα–FITC-DNA binding, fluorescence polarization, 90 min | P20393;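 active = activity above about 14%, limit read from the data; passing the limit was not always enough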;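 also: 0% = DMSO wells with 35 nM protein and 100% = DMSO wells with 750 nM protein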
# SMARCA2 activ: activators of SMARCA2 function | MG213 cells, MMTV-luciferase reporter, dexamethasone, overnight | activation, % at 9.1 µM | actives 1% (n = 370,000) | AID 652017; in the data active = activation above about 7.8%;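 also: 0% = vehicle wells and 100% = reference activator wells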
# HTRA1 inh: blocks human HTRA1 serine peptidase; Q92743; recombinant HTRA1, FP-rhodamine activity-based probe, fluorescence polarization; inhibition, % at 5.96 µM; actives 0.5% (n = 340,000); in the data active = inhibition above about 36%;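 also: 0% = enzyme with DMSO and 100% = wells lacking enzyme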
# Target sequence (Q92743 whole entry, looked up): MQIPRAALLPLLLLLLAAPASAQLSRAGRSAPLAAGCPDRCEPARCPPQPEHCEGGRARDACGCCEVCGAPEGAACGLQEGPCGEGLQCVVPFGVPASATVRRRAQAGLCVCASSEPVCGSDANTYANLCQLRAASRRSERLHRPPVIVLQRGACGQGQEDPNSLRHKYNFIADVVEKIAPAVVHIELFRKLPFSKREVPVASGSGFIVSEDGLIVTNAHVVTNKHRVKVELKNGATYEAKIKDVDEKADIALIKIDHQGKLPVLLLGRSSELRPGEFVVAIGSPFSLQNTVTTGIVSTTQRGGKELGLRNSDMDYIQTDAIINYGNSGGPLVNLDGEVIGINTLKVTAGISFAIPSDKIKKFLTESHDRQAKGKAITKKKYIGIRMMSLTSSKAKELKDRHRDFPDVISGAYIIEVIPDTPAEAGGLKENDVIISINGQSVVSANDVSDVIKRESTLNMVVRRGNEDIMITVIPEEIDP
# An asterisk follows results filed as active; . = no result given.
SMILES,NPR2 activator,ASAP1 inh,mABHD4 FP,rCAG RNA binder,PG9 Ab binder,NPR1 activator,ARFGAP1 inh,NR1D1 modulator,SMARCA2 activ,HTRA1 inh
Cc1ccc(-c2onc3ccc(C=O)cc23)cc1,3,7,3,10,3.2,-2,-3,0,8,-4
COc1ccc2[nH]cc(C(O)CN3CCN(c4ccccc4F)CC3)c2c1 (stereo unspecified),0,-12,5,7,1.4,0,-13,5,-4,2
Cc1ccc(NC(=O)C(=O)NCCN2CCN(S(C)(=O)=O)CC2)cc1,-1,2,0,-3,-0.5,3,2,0,-3,0
N#CCC(=O)N/N=C/c1ccc(OCc2ccccc2)cc1,-1,-2,-8,5,-2.3,-1,-14,6,1,-3
COc1cc(/C=N/Nc2nc3ccccc3s2)cc([N+](=O)[O-])c1O,-14,6,23,14,-7.8,-2,0,4,-4,14
Cc1ccccc1OCC(=O)NCC(c1ccco1)N1CCCCC1 (stereo unspecified),3,-4,-7,-7,0.1,-2,5,-4,-4,-3
CC1(C)CN=C(N(Cc2ccccc2)C(=O)Nc2ccccc2)S1,-2,16,-2,1,-0.2,-3,-4,-2,2,3
Cc1ccc(SCCC(=O)Nc2c(C)n(C)n(-c3ccccc3)c2=O)cc1,-2,-16,-1,-5,0.8,3,0,-4,-1,3
CCOc1cc(C(=O)Nc2c3c(nn2C(C)(C)C)CS(=O)C3)cc(OCC)c1OCC (stereo unspecified),3,4,4,-8,-1.6,-1,-3,-3,-2,3
CC(=O)c1ccc(S(=O)(=O)NCCc2csc(-c3cccnc3)n2)cc1,-2,8,7,-1,-1.2,0,-1,-7,-2,5
CCN(CC(=O)Nc1ccc(NC(C)=O)cc1)C(=O)c1cccc(S(=O)(=O)N2CCCC2)c1,1,1,9,-3,0.4,0,0,2,-2,-4
Cc1cc(NC(=O)CCC(=O)N(CC(=O)NC2CCCC2)c2ccccc2)no1,-2,7,-3,-6,-0.3,-1,3,-4,-4,6
Cn1c(SCC2CCCCC2)nnc1-c1ccco1,-1,.,-2,-2,.,3,.,-5,-1,.
COc1cc([N+](=O)[O-])ccc1NC(=O)CCS(=O)(=O)c1ccc2c(c1)n(C)c(=O)c(=O)n2C,6,-11,-5,0,1.1,5,-8,-4,-4,2
COc1ccc(Nc2nnc(SCc3cn4c(C)cccc4n3)s2)cc1,-7,-1,-1,0,-3.8,-14,-10,1,6,-7
O=c1cc(COc2ccc(Cl)c(Cl)c2)nc2sccn12,8,-7,0,1,0.5,10,-5,-4,4,-7
Cc1ccc(-c2c(CC(=O)O)c(C)nc3sc4c(c23)CCCC4)cc1,3,-7,15,33,0.3,-1,-12,5,-3,-7
CCc1ccc(NC(=O)C2CC(=O)N(C(C)C)C2)cc1 (stereo unspecified),4,-19,-1,-4,0.0,2,-5,0,-1,1
O=C(CSc1nnnn1-c1cccc(F)c1)NC1CCCCC1,2,-3,2,0,-1.6,1,9,5,0,8
Cc1nn(C)cc1CNC(=O)C1CCC(=O)N(CC2CCCCC2)C1 (stereo unspecified),-1,3,-2,-3,-0.9,1,-4,-1,3,0
CCOc1ccc(NC(=O)CC2C(=O)N(C)C(=S)N2Cc2ccc3c(c2)OCO3)cc1 (stereo unspecified),-23,-6,-4,6,-1.9,0,3,-4,-1,-2
Cc1cc(C)c(S(=O)(=O)NCC2CCC(C(=O)NCc3ccc4c(c3)OCO4)CC2)c(C)c1 (stereo unspecified),1,-7,-1,-2,-1.7,-3,7,-2,4,-14
COc1cc2c(c3oc(=O)cc(CC(=O)O)c13)CCC(C)(C)O2,-6,4,5,-2,0.9,4,-2,8,-1,-13
CC(C)(C)CN1CCNC(=O)C1CC(=O)N1CCOc2ccccc2C1 (stereo unspecified),-2,12,3,0,-2.6,1,-1,0,-2,3
CCC1CCc2[nH]nc(C(=O)O)c2C1 (stereo unspecified),3,6,-6,6,-3.4,0,1,-1,-2,4
Cc1ccc(C(=O)N2CCN(c3ncccn3)CC2)cc1S(=O)(=O)N1CCCCC1,-10,-3,6,-1,1.6,0,-16,-2,-4,8
CCN(Cc1ccccc1)C(=O)CN1C(=O)c2ccccc2C1=O,1,-1,-3,-2,-0.2,-2,9,-5,-1,-1
COCCNC(=O)CN(c1ccc(C)cc1)S(=O)(=O)c1ccccc1,1,9,-3,-6,0.0,0,23,-3,0,1
CCOC(=O)C1(C)CCN1C(=O)c1cccnc1Oc1ccccc1 (stereo unspecified),2,-4,2,1,0.1,3,2,-3,-2,.
Cc1ccn2c(C=O)c(-c3ccc(F)cc3)c(C=O)c2c1,-2,7,0,6,1.8,-1,13,-1,-3,-4
Cc1ccc(NC(=S)NC(=O)C2CC2)cc1Cl,7,-9,-2,0,-1.3,6,0,1,4,-14
COc1ccc2c(c1)[C@@H]1[C@H](CO2)[C@H](c2ccccc2)[C@]2(C)C(=O)NCC(=O)N12,-5,-7,-5,0,-0.6,-5,14,-3,1,-8
Oc1c(C=NCc2ccccc2)sc2ccccc12,-3,8,-3,-3,-5.8,6,5,-4,2,7
COC(=O)c1ccc(NC(=O)c2ccc(N(C)S(C)(=O)=O)cc2)cc1,3,-8,2,-3,1.5,3,3,1,-3,-3
COCCCN1C(=O)C(=O)/C(=C(/O)c2ccccc2)C1c1ccc2c(c1)OCO2 (stereo unspecified),-4,-13,7,5,-1.4,0,4,-3,-1,0
O=C1SC(SCc2ccccc2Cl)=N/C1=C\c1ccc(C(=O)O)cc1,-3,-14,4,4,0.5,3,-4,7,1,3
CC(NC(=O)C1CCN(S(=O)(=O)N2CCCCCC2)CC1)c1ccccc1 (stereo unspecified),5,5,-3,-8,0.4,1,6,-3,-1,-1
CCN(CC(=O)Nc1c(F)cccc1F)C(=O)c1ccc(OC)c(S(=O)(=O)NC2CCCC2)c1,1,11,2,3,0.3,3,-13,-1,-3,0
CCC(C)Sc1cccc(-c2nc3ccccn3c2NCc2ccccc2)c1 (stereo unspecified),9,-2,4,4,1.3,3,2,2,-1,-7
O=c1cc(-c2cccc3ccccc23)[nH][nH]1,-4,-3,13,10,-0.5,-1,-4,-1,0,2
CC1(C(=O)OCC(=O)NNC(=O)COc2ccc(Cl)cc2)CC1(Cl)Cl (stereo unspecified),-1,-7,7,-3,2.0,-1,-9,-3,0,4
CCOC(CCNC(=O)c1cn(CC(C)C)c(=O)c2c1c1ccccc1n2C)OCC,-7,-13,-3,-4,0.2,-15,0,1,-1,-1
COC(=O)c1sccc1NC(=O)Nc1ccc(C)cc1,-4,-3,-6,1,-2.3,3,5,3,5,-10
O=C(O)c1cccc(OCc2ccccc2Cl)c1,0,6,-5,7,-0.4,-3,2,0,2,-7
COC(=O)Cc1c(C)c2ccc(O)c(CN3CCCC(C)C3)c2oc1=O (stereo unspecified),5,17,4,-2,3.2,5,0,-6,1,3
Cc1ccc(C2(CCN)CCOC(C(C)C)C2)cc1 (stereo unspecified),-4,-2,2,4,-0.9,-3,-3,-1,-2,0
CN(C)/C=N/NC(=O)c1ccc(Cl)cc1,2,3,3,0,2.2,0,1,4,-2,.
CN(C)CCn1nnnc1SCC1=C(C(=O)O)N2C(=O)[C@@H](NC(=O)Cc3csc(N)n3)[C@H]2SC1,1,5,6,17,-3.0,2,-5,1,0,4
CCOC(=O)c1ccoc1CSCC(=O)N1CCN(S(=O)(=O)c2ccc(C)cc2)CC1,-4,12,4,-4,1.7,0,-12,-1,-2,-15
CCCN=C1N(CC)C[C@@H]2[C@@H]3C(=O)N(Cc4ccccc4)C(=O)[C@@H]3[C@](Cc3ccccc3)(C(=O)OC)N12,-8,0,2,-1,-1.4,-4,7,0,2,5

# Shown tab-delimited: seven of the compounds above.
Structure	NPR2 activator	ASAP1 inh	mABHD4 FP	rCAG RNA binder	PG9 Ab binder	NPR1 activator	ARFGAP1 inh	NR1D1 modulator	SMARCA2 activ	HTRA1 inh
CCOC(CCNC(=O)c1cn(CC(C)C)c(=O)c2c1c1ccccc1n2C)OCC	-7	-13	-3	-4	0.2	-15	0	1	-1	-1
COC(=O)c1sccc1NC(=O)Nc1ccc(C)cc1	-4	-3	-6	1	-2.3	3	5	3	5	-10
O=C(O)c1cccc(OCc2ccccc2Cl)c1	0	6	-5	7	-0.4	-3	2	0	2	-7
COC(=O)Cc1c(C)c2ccc(O)c(CN3CCCC(C)C3)c2oc1=O (stereo unspecified)	5	17	4	-2	3.2	5	0	-6	1	3
Cc1ccc(C2(CCN)CCOC(C(C)C)C2)cc1 (stereo unspecified)	-4	-2	2	4	-0.9	-3	-3	-1	-2	0
CN(C)/C=N/NC(=O)c1ccc(Cl)cc1	2	3	3	0	2.2	0	1	4	-2	.
CN(C)CCn1nnnc1SCC1=C(C(=O)O)N2C(=O)[C@@H](NC(=O)Cc3csc(N)n3)[C@H]2SC1	1	5	6	17	-3.0	2	-5	1	0	4

# (further entries)
SMILES,NPR2 activator,ASAP1 inh,mABHD4 FP,rCAG RNA binder,PG9 Ab binder,NPR1 activator,ARFGAP1 inh,NR1D1 modulator,SMARCA2 activ,HTRA1 inh
CCCCOc1ccc(CSCCN)cc1Cl,0,-22,2,11,-1.2,-1,-11,-1,-8,5
CCN1CCC(CNCc2cn(-c3ccc(OC)cc3)nc2-c2ccccc2Cl)C1 (stereo unspecified),2,-8,-1,3,-1.1,0,3,0,4,-1
Cn1cnnc1SCCNS(=O)(=O)c1cccc([N+](=O)[O-])c1,-2,2,7,-1,0.2,-4,8,4,-2,4
CC(=O)Nc1sc(N/N=C\c2ccccc2Cl)nc1-c1cccs1,5,-8,10,10,-6.9,15,-7,-5,-2,2
